Screens: PubChem, National Center for Advancing Translational Sciences (NCATS)
PKM2 activator – PKM2 (human) enzyme activation; Potency, µM (highest dose often 57.5 µM), for the others: top-dose activation, actives largely listed as activators; purified PKM2, Kinase-Glo ATP luminescence, activation; response scale: 0% is enzyme alone, no compound; AID 1631; P14618; 0.34% of 260,000 active; note: potency is the fitted concentration of half-maximal effect; % is set by controls: 0 for no effect and ±100 for the full control effect; nearly all actives have a fitted effect of over 55% in size
Target sequence (P14618 whole entry, looked up): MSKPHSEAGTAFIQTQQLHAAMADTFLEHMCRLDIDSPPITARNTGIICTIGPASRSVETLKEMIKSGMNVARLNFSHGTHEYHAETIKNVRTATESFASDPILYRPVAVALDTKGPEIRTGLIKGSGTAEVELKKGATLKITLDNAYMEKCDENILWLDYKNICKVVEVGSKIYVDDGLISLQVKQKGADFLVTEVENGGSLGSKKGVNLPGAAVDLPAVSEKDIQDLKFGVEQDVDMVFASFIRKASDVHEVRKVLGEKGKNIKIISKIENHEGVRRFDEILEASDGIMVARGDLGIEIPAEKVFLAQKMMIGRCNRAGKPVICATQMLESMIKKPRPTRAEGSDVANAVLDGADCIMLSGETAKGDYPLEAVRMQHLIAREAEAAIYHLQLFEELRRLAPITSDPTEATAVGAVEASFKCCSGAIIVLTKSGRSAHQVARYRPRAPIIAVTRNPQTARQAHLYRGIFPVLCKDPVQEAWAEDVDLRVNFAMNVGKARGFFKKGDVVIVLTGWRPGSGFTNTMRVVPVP
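ATP formation by purified human PK-M2, quantified via coupled luciferase luminescence after 1 h at room temperature with 0.1 mM ADP and 0.5 mM PEP final.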
Integrin act MD – integrin-mediated muscular dystrophy alleviation activation; Potency, µM (series often up to 38.3 µM), for inactives: at the top dose activation, most hits filed as activators; AID 624291; 0.064% of 350,000 active; alpha7betagal myoblasts, beta-gal FDG fluorescence, 48 h;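 note: potency is the fitted concentration of half-maximal effect; 100% = response of the positive control SU9516; nearly all actives have a fitted effect of over 60% in size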
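Alpha7betagal+/- myoblasts (passage 13) were plated 16-24 hr, then exposed to compounds (1:260 dilution of DMSO stock) for 48 hours at 37C. After MPER lysis, β-galactosidase reporter activity was read as FDG fluorescence (ex 480/em 540) after 30 minutes.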
B2AR arrestin – recruits beta-arrestin to the human beta2-adrenergic receptor | beta-arrestin recruitment to beta2AR, cell-based reporter | Potency, µM (series often up to 46.1 µM), without a hit: at the top dose activation, hits mostly activators | 0.02% of 330,000 active | AID 492947;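 note: potency is the fitted concentration of half-maximal effect; 0% = DMSO controls and full agonism = EC100 isoproterenol or metaproterenol; nearly all actives have a fitted effect of over 65% in size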
BCR signal inh – blocks chronic active B-cell receptor signaling; ABC-DLBCL IkBa-CBG/CBR reporter, luminescence ratio, 4 h; Potency, µM (highest dose often 46.1 µM), for the others: top-dose ratio change, negative = lower green/red ratio, hits mostly inhibitors; 0.05% of 340,000 active; AID 493014; active = well fitted inhibition curve with a large enough effect in the signal ratio, with a control signal flat, not every such curve was filed as active; inconclusive = small, poorly fitted or top-dose-only effect, or effect the other way, or a change in a side signal; the % refers to the signal ratio;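 note: potency is the fitted concentration of half-maximal effect; plate controls were basal doxycycline-induced cells for no effect and cells given 10 µM MG132 for full effect; MG132 reads +100%, hits lower the ratio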
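Compounds up to 46 uM were incubated four hours with TMD8 cells whose green CBG68 luciferase is fused to IkappaBalpha; red CBR luminescence normalised the signal, and concentration-effect curves were fitted to fusion, red and ratio data.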
PTAP TSG101 blk – blocks PTAP/TSG101 interaction to inhibit HIV-1 budding; Q99816; Fluorescence polarization, FITC-PTAP peptide / Tsg101 binding; 340,000 tested, under 10 active; Potency, µM (titrated, usually from 115 µM), without a hit: at the top dose activity change, negative = inhibition, most hits filed as inhibitors; AID 493005; active = well fitted inhibition curve with a large enough effect in the main read-out, with a control signal flat, not every such curve was filed as active; inconclusive = small, poorly fitted or top-dose-only effect, or effect the other way, or a change in a side signal; inactive = no such curve, though single readings can be large or run the other way; note: potency is the fitted concentration of half-maximal effect; % of control where 0% means no effect
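Fluorescence anisotropy tracks displacement of a FITC-tagged PTAP peptide (50 nM) from the Tsg101 binding domain (10 uM), following a 20 min room-temperature incubation at pH 7.5.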
Tb PFK block – inhibitors of T. brucei phosphofructokinase; T. brucei PFK, ADP-Glo luminescence; 0.17% of 330,000 active; O15648; Potency, µM (doses to about 57.5 µM), for inactives: top-dose activity, negative = inhibition, hits mostly inhibitors;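 note: potency is the fitted concentration of half-maximal effect; 0% = uninhibited 1x PFK enzyme wells and -100% = no-enzyme wells; nearly all actives have a fitted effect of over 60% in size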
Target sequence (O15648 whole entry, looked up): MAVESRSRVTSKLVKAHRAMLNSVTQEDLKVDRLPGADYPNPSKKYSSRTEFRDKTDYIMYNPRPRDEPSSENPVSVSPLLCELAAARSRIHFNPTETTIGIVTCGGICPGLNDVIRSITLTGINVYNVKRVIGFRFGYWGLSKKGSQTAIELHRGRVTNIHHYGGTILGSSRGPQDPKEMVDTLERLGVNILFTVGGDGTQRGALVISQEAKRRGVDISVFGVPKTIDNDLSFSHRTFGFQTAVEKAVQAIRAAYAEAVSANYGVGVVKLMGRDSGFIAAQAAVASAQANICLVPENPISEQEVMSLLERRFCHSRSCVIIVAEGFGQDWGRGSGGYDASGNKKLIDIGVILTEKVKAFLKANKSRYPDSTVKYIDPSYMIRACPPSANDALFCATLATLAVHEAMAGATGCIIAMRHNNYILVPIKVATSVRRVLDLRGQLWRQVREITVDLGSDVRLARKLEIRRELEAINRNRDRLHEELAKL
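ADP-Glo luminescence quantified ADP after 45 min at room temperature, with 1.25 nM T. brucei PFK, 0.1 mM ATP and 0.5 mM fructose-6-phosphate in pH 8.0 TEA buffer. qHTS titrations up to 57 µM; curves classified by quality.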
Giardia kill – Giardia lamblia killing | Giardia lamblia trophozoite viability | activity change, % at 7.66 µM, hits read low | 0.15% of 340,000 active; in the data active = activity change below about -80%; inconclusive = between about -30% and that limit;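 note: parasites exposed to compound for two days anaerobically before the ATP read; % is set by controls: 0 for no effect and ±100 for the full control effect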
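Compounds were tested on trophozoites seeded at 100 cells/well and held 48 hrs at 37 deg C anaerobically. An ATP-based luminescent kit measured the remaining live cells.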
Menin-MLL TR inh – inhibitors of human menin-MLL interaction, mutant MLL peptide. 0.23% of 270,000 active. Menin + Texas Red MLL mutant peptide, fluorescence polarization. Potency, µM (doses to about 61.6 µM), without a hit: at the top dose FP activity change, negative = inhibition, hits mostly inhibitors. AID 1768; active = well fitted inhibition curve with a large enough effect in the polarisation, with a control signal flat, not every such curve was filed as active; inconclusive = small, poorly fitted or top-dose-only effect, or effect the other way, or a change in a side signal; inactive = no such curve, though single readings can be large or run the other way; the % refers to the polarisation; note: potency is the fitted concentration of half-maximal effect; % of control where 0% means no effect; many of its hits are not listed in these tables
S-ASM inh – inhibitors of human secretory acid sphingomyelinase; P17405; placental ASM, HMU-PC fluorogenic substrate, 60 min; Potency, µM (doses to about 57.5 µM), without a hit: at the top dose activity change, negative = inhibition, hits mostly inhibitors; 0.006% of 340,000 active; AID 504937; note: potency is the fitted concentration of half-maximal effect
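Fluorescence read-out (Ex 386 nm, Em 447 nm) after stopping the reaction at pH 10. Enzyme: ASM from human placenta; substrate HMU-PC0, 9 uM final; 60 min, 37 °C. Compound preincubation 10 min, ambient temperature.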
FBPA coupling cs – coupling enzyme interference in Giardia aldolase counter-screen; coupling enzyme system counterscreen, AmpLite Red fluorescence; activity change, negative = inhibition, % at 58.2 µM, hits read low; 0.67% of 290,000 active; AID 2472; in the data active = activity change below about -30%; note: % is set by controls: 0 for no effect and ±100 for the full control effect
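Compounds tested against the coupling enzymes alone at 57.5 uM final; readout was AmpLite Red fluorescence (525/598 nm) after 20 min at RT.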
GALK inh – inhibitors of human galactokinase; Purified GALK, Kinase-Glo residual ATP luminescence; 0.007% of 270,000 active; AID 1868; Potency, µM (highest dose often 57.5 µM), inactives show top-dose activity change, negative = inhibition, hits mostly inhibitors; P51570; note: potency is the fitted concentration of half-maximal effect; % is set by controls: 0 for no effect and ±100 for the full control effect
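Quantitative HTS: GALK 5 nM, ATP 35 uM, galactose 100 uM, 1 h room temperature, then luciferase-based ATP detection.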
Starred values were filed as active, the others as inactive; [ ] = dose if it differs, or a comment. Unless noted, calls come from the whole dose curve; as a rule, active = well fitted curve in the direction sought with a large enough effect; inconclusive = small, poorly fitted or top-dose-only effect, or another doubt; inactive = no such curve, though single readings can be large; an effect the other way counts as inactive or inconclusive.

Screening COc1cc(OC)cc(C(=O)NNC(=O)CCNS(=O)(=O)c2ccc(Br)cc2)c1 returned Integrin act MD 9.5%, B2AR arrestin 0.3%, BCR signal inh -8.3%, PTAP TSG101 blk -2.7%, Tb PFK block 5.4%, Giardia kill 6.4 and S-ASM inh -2.8%.
`O=C(Nc1ccnn1C1CCN(CC2CC=CCC2)CC1)c1ccccc1Cl` (stereo not drawn) gave PKM2 activator -0.8%, Integrin act MD 4.2%, B2AR arrestin 0.3%, BCR signal inh -10.4%, PTAP TSG101 blk -1.0%, Tb PFK block 0.8%, Giardia kill -6.5, Menin-MLL TR inh inconclusive, S-ASM inh 0.3%, FBPA coupling cs 1.6 and GALK inh 3.5%.
`Cc1ccc(S(=O)(=O)NCC(=O)N/N=C/c2ccc(Cl)cc2)cc1` gave PKM2 activator -15.3%, Integrin act MD 21.0%, B2AR arrestin -0.5%, BCR signal inh -1.8%, PTAP TSG101 blk -2.1%, Tb PFK block -14.5%, Giardia kill -5.4, Menin-MLL TR inh -12.4%, S-ASM inh -3.5%, FBPA coupling cs -0.5 and GALK inh 1.7%.
`COc1cccc(NC(=O)CN2C(=O)NC3(CCc4ccccc43)C2=O)c1` (stereo not drawn) gave Integrin act MD -10.4%, B2AR arrestin -0.2%, BCR signal inh 0.0%, PTAP TSG101 blk -3.7%, Tb PFK block 0.0%, Giardia kill -6.6 and S-ASM inh 3.9%.
For Clc1ccc2nc3c4ccccc4cnn3c2c1 the results were PKM2 activator -5.7%, Integrin act MD 19.0%, B2AR arrestin -0.5%, BCR signal inh 9.8%, PTAP TSG101 blk -7.5%, Tb PFK block 3.0%, Giardia kill -15.5, Menin-MLL TR inh -4.7%, S-ASM inh 3.4%, FBPA coupling cs -5.3 and GALK inh -0.9%.
`CCn1c(SCC(N)=O)nnc1-c1ccc(S(=O)(=O)N2CCN(C)CC2)cc1` gave PKM2 activator 9.7%, Integrin act MD 17.5%, B2AR arrestin 0.0%, BCR signal inh 2.8%, PTAP TSG101 blk 5.8%, Tb PFK block -3.3%, Giardia kill 15.8, Menin-MLL TR inh -0.6%, S-ASM inh -0.6%, FBPA coupling cs 0.2 and GALK inh 2.0%.
Cc1cnc(NC(=O)c2ccc3ncsc3c2)s1 was read as Integrin act MD 7.8%, B2AR arrestin 0.1%, BCR signal inh 15.4%, PTAP TSG101 blk -1.1%, Tb PFK block -8.9%, Giardia kill -6.2 and S-ASM inh 6.2%.
`O=C(COC(=O)CSc1cc(Cl)ccc1Cl)Nc1ncc(C(F)(F)F)cc1Cl` gave PKM2 activator 1.6%, Integrin act MD 31.9%, B2AR arrestin -0.4%, BCR signal inh 11.8%, PTAP TSG101 blk 2.2%, Tb PFK block -4.1%, Giardia kill -11.1, Menin-MLL TR inh 8.3%, FBPA coupling cs -1.4 and GALK inh -0.2%.
Screening CC(NC(=S)Nc1c(Br)cccc1OC(F)F)C(C)(C)C (stereo not drawn) returned PKM2 activator -0.1%, Integrin act MD -10.3%, B2AR arrestin -0.7%, BCR signal inh 2.7%, PTAP TSG101 blk 0.6%, Tb PFK block 1.4%, Giardia kill -12.3, Menin-MLL TR inh 37.8%[activator], S-ASM inh 2.4%, FBPA coupling cs -0.1 and GALK inh -0.1%.
For O=C(CSC1=NCCS1)Nc1nc2c(s1)CCCC2 the results were PKM2 activator inconclusive, Integrin act MD -46.0%[inhibitor], B2AR arrestin 0.1%, BCR signal inh inconclusive, PTAP TSG101 blk 0.3%, Tb PFK block -0.3%, Giardia kill -7.2, S-ASM inh 1.8%, FBPA coupling cs -1.3 and GALK inh -6.4%.
`CC(Cc1cccs1)N(Cc1ccc(Cl)cc1)C(=O)c1ccncc1` (stereo not drawn) gave Integrin act MD -1.1%, B2AR arrestin -0.8%, BCR signal inh 3.6%, PTAP TSG101 blk -4.4%, Tb PFK block 1.9%, Giardia kill 4.8, Menin-MLL TR inh -15.9%, S-ASM inh -2.1%, FBPA coupling cs -4.2 and GALK inh -2.5%.
Screening C=CCN(c1ccccc1OC)S(=O)(=O)c1cccc(C(=O)OCC(=O)N2CCOCC2)c1 returned Integrin act MD -40.2%, B2AR arrestin 0.0%, BCR signal inh 9.1%, PTAP TSG101 blk -6.8%, Tb PFK block 0.7%, Giardia kill 4.0 and S-ASM inh -0.7%.
`CCCCN(C(=O)C1CCC1)c1c(N)n(Cc2ccccc2)c(=O)[nH]c1=O` gave Integrin act MD 11.5%, B2AR arrestin -0.1%, BCR signal inh 2.4%, PTAP TSG101 blk -0.9%, Tb PFK block -3.5%, Giardia kill -27.1 and S-ASM inh 4.7%.
For O=C(Nc1ccc(SC(F)F)cc1)C1=COCCO1 the results were PKM2 activator -4.8%, Integrin act MD -19.8%, B2AR arrestin -0.4%, BCR signal inh inconclusive, PTAP TSG101 blk -1.3%, Tb PFK block -0.7%, Giardia kill -14.2, Menin-MLL TR inh -5.2%, S-ASM inh -2.0%, FBPA coupling cs 0.4 and GALK inh -2.0%.
For COc1ccc(NC(=S)N(CCCN2CCCCCC2)Cc2cccs2)cc1 the results were PKM2 activator -2.1%, Integrin act MD 20.5%, B2AR arrestin 0.1%, BCR signal inh inconclusive, PTAP TSG101 blk -4.1%, Tb PFK block -1.0%, Giardia kill -9.4, Menin-MLL TR inh inconclusive, S-ASM inh 6.3%, FBPA coupling cs 2.2 and GALK inh -0.1%.
CCOc1cc(C(=O)NCc2nnc(SCC(=O)OC)n2C)cc(OCC)c1OCC was read as PKM2 activator -11.7%, Integrin act MD -6.2%, B2AR arrestin -0.1%, BCR signal inh 6.4%, PTAP TSG101 blk -7.0%, Tb PFK block 1.1%, Giardia kill -15.2, Menin-MLL TR inh 0.0%, S-ASM inh -1.6%, FBPA coupling cs 3.0 and GALK inh 0.1%.
O=C(Nc1ccc(-c2nnc3n2CCCCC3)cc1)c1ccco1 was read as PKM2 activator -19.4%, Integrin act MD inconclusive, B2AR arrestin -0.6%, BCR signal inh 0.1%, PTAP TSG101 blk -6.8%, Tb PFK block -0.4%, Giardia kill 0.6, Menin-MLL TR inh -9.8%, S-ASM inh 6.0%, FBPA coupling cs 4.9 and GALK inh 3.3%.
`COc1cccc2c(Nc3ccccc3C)cc(C)nc12` gave PKM2 activator -16.1%[11.5 µM], Integrin act MD -17.6%, B2AR arrestin 0.3%, BCR signal inh 0.3%, PTAP TSG101 blk 0.3%, Tb PFK block 3.8%, Giardia kill -11.7, Menin-MLL TR inh -12.3%, S-ASM inh 3.4%, FBPA coupling cs -3.7 and GALK inh 5.6%.
COC(=O)c1ccc(COc2ccccc2/C=N/NC(=O)c2cccnc2)cc1 was read as PKM2 activator 1.1%, Integrin act MD -14.7%, B2AR arrestin 0.4%, BCR signal inh -17.1%, PTAP TSG101 blk -4.2%, Tb PFK block 9.5%, Giardia kill -3.2, Menin-MLL TR inh -10.0%, S-ASM inh -4.7%, FBPA coupling cs 0.1 and GALK inh 12.2%.
Cc1cc(=O)cc(C)n1-c1ccc(Br)cc1 was read as PKM2 activator -1.6%, Integrin act MD 1.7%, B2AR arrestin 0.0%, BCR signal inh -7.0%, PTAP TSG101 blk 1.5%, Tb PFK block -0.9%, Giardia kill 15.0, Menin-MLL TR inh -1.0%, S-ASM inh -1.3%, FBPA coupling cs 1.3 and GALK inh 1.0%.
Screening COc1ccc(NC(=O)CCCn2cnc3ccccc3c2=O)cc1 returned Integrin act MD inconclusive, B2AR arrestin 0.2%, BCR signal inh 0.0%, PTAP TSG101 blk -8.3%, Tb PFK block -0.3%, Giardia kill -0.4, Menin-MLL TR inh 8.2%, S-ASM inh 1.0%, FBPA coupling cs 1.0 and GALK inh -3.7%.
For CCOc1ccc(CNC(=O)c2ccc3c(c2)N(CC)CCS3)cc1 the results were PKM2 activator -1.9%, Integrin act MD -7.6%, B2AR arrestin 0.4%, BCR signal inh -6.5%, PTAP TSG101 blk -5.7%, Tb PFK block 0.5%, Giardia kill -10.3, Menin-MLL TR inh -9.7% and FBPA coupling cs -1.6.
For Cc1ccc(CNc2oc(-c3cccs3)nc2C#N)cc1 the results were PKM2 activator 5.1%, Integrin act MD -26.7%, B2AR arrestin -0.1%, BCR signal inh -2.3%, PTAP TSG101 blk -2.9%, Tb PFK block -7.0%, Giardia kill -3.7, Menin-MLL TR inh 14.3%, S-ASM inh 64.1%[activator], FBPA coupling cs 0.1 and GALK inh 0.4%.
COCC(=O)Nc1sc2c(c1C(=O)OC)CCC(C)C2 (stereo not drawn) was read as PKM2 activator 4.3%, Integrin act MD 10.0%, B2AR arrestin 0.2%, BCR signal inh inconclusive, PTAP TSG101 blk -7.8%, Tb PFK block -0.2%, Giardia kill -6.4, Menin-MLL TR inh -4.8%, S-ASM inh -2.0%, FBPA coupling cs 0.8 and GALK inh -2.4%.
COc1cccc(N2CCN(CC(=O)c3c[nH]c4ccc(OC)cc34)CC2C)c1 (stereo not drawn) was read as PKM2 activator 9.0%, Integrin act MD -5.0%, B2AR arrestin -0.2%, BCR signal inh -11.6%, PTAP TSG101 blk -1.6%, Tb PFK block -3.4%, Giardia kill -22.8, Menin-MLL TR inh -7.8%, S-ASM inh -2.3%, FBPA coupling cs 3.6 and GALK inh -2.9%.

An excerpt (hit frequency here may not be typical).
